# Screens from PubChem BioAssay.
# All columns: NCI-60 one-dose screen, growth in % after 48 h at 10 µM unless noted; 100 = growth as untreated, 0 = no growth, -100 = all killed.
# RPMI-8226: RPMI-8226 leukemia cells; hit rate 7.5% among 77,000
# MDA-MB-468: MDA-MB-468 breast cancer; hit rate 8.5% among 78,000
# MDA-MB-231: MDA-MB-231 breast cancer; hit rate 5% among 81,000; AID 1794789
# MOLT-4: MOLT-4 leukemia cells | hit rate 6.9% among 80,000
# K-562: K-562 leukemia | hit rate 7.4% among 78,000
# SR: SR leukemia cells; hit rate 8.7% among 73,000; AID 1794780
# CCRF-CEM: CCRF-CEM leukemia | hit rate 7% among 77,000 | AID 1794778
# MCF7: MCF7 breast cancer; hit rate 6.3% among 82,000
# Active calls of the source: *; . = no result given; & = joins results of further samples. Rule for the calls: active = growth percent below 10; inactive = the rest.
smiles	MCF7	CCRF-CEM	MDA-MB-468	MOLT-4	K-562	RPMI-8226	SR	MDA-MB-231
COc1cccc(C2S/C(=C\C3C=Nc4ccccc43)C(=O)N2n2cnnc2)c1 (configuration not stated)	95	91	109	102	107	91	.	91
O=C(CCl)N1c2ccccc2Sc2c1ccc1ccccc21	67	6.5*	26	12	56	36	13	76
O=C(O)c1c(Cl)cccc1Nc1ccccc1	95	88	109	82	114	100	92	117
CNC(=O)OC[C@H]1N=C(C)c2ccccc2N(CC(=O)N[C@@H](CB(O)O)C(C)C)C1=O	97	93	92	97	106	99	89	100
OCc1ccccc1CO	93	101	102	95	100	104	88	110
CSc1nc(-c2cc3ccccc3o2)cc(-c2ccc(Cl)cc2)c1C#N	14	87	.	95	63	27	83	28
O=S(O)c1ccc(F)cc1	98	106	99	100	98	103	.	110
COc1c(OC(C)=O)ccc(C=O)c1[N+](=O)[O-]	93	.	129	99	105	.	91	108
COc1cc(/C=C/C(=O)c2ccc(NC(=O)CSc3nnc(-c4ccc(-c5nc6ccccc6[nH]5)cc4)o3)cc2)cc(OC)c1OC	102	109	108	103	113	111	108	101
Cc1ccc(S(=O)(=O)N2CCCC2CO)cc1 (configuration not stated)	91	69	86	99	114	63	112	100
CC(=O)OCC(=O)[C@@]1(O)CC[C@H]2[C@@H]3CCC4=CC(=O)CC[C@]4(C)[C@@]3(Cl)[C@@H](O)C[C@@]21C	90	100	109	92	92	69	86	94
COC(=O)c1ccc(Cn2c(SC)nc(=O)n(Cc3ccc(Cl)cc3)c2=O)cc1	95	106	109	93	98	106	92	112
Cc1ccc(S(=O)(=O)Nc2ccccc2N=Cc2c(F)c(F)c(F)c(F)c2F)cc1	76	38	87	96	72	98	43	94
CN(C)C(Cl)(N(C)C)C(Cl)(N(C)C)N(C)C	98	108	110	112	113	104	104	103
CN1C(=O)N(C)C2C1NC(=O)N2CC1(CC(=O)O)CCCCC1 (configuration not stated)	98	118	101	107	107	111	116	101
NC(=O)c1ccc(Br)o1	96	119	103	109	105	112	97	101
OCC1O[C@@H](O[C@@H]2O[C@H](CO)[C@H]3CCCC[C@@H]23)[C@@H](O)C(O)[C@@H]1O (some centres not stated)	96	94	101	99	100	103	102	101
COc1ccc2c3c1O[C@H]1C[C@@H](O)C=C[C@@]31CCN(C)C2	113	102	110	97	.	102	94	104
O=C(O)CN(CCO)CC(=O)O	101	100	104	106	104	101	95	114
CC(C)C[C@H](NC(=O)[C@H](Cc1ccccc1)n1ccc(Nc2ccccc2)cc1=O)B(O)O	98	97	96	98	109	101	89	110
Cc1cc(-c2ccc(NS(=O)(=O)c3ccccc3)c(C)c2)ccc1NS(=O)(=O)c1ccccc1	83&60	87&80	101&80	56&41	66&63	66&54	60&49	74&70
CCOC(=O)c1cnc[nH]c1=O	96	94	111	83	105	101	88	110
COc1ccc(Cl)cc1/C=C/C=Nc1ccc(S(N)(=O)=O)cc1	63	.	86	63	66	91	.	108
Cc1ccc2c(n1)C(=O)C(Cl)=C(Nc1ccc(C(C)C)cc1)C2=O	-56*	3.8*	-45*	4.3*	0.7*	-22*	3.9*	-41*
N#Cc1c(-c2cccs2)cc(-c2cnccn2)nc1SCC(N)=O	77	.	87	99	95	109	95	45
CCOC(=O)c1c(-c2ccccc2)c[nH]c1C	97	121	100	105	127	118	.	85
O=c1c2cc(F)ccc2sc2c(-n3ccnc3)nc3ccccc3c12	62	91	100	91	96	.	74	82
CCCCc1cc2ccccc2c(OCCN(C)C)n1	99	93	105	99	102	86	89	99
CCC(=O)OCC(=O)COC(=O)CC	94	.	106	103	109	109	99	107
O=S(=O)(NCCNc1nccc(-c2c(-c3cccc(F)c3)nc3sccn23)n1)c1ccc(F)cc1	22	55	63	41	39	63	38	77
SCCNCc1ccccn1	104	100	100	107	101	110	101	102
COc1cc(-c2nc3nc4sc(C)c(C)c4c(=O)n3[nH]2)cc(OC)c1OC	36	61	76	68	47	74	31	91
COC(=O)[C@]12C[C@@H]3CCN4C(=O)C(=O)N5[C@@H]([C@H](S1)c1ccccc1[C@@]5(C)O)[C@]342	102	110	99	111	108	111	120	113
CC1(C)[C@@H](O)CC[C@]2(C)[C@H]3CC[C@@H]4[C@H]5[C@H](C(=O)/C=C\c6ccc(Br)cc6)CC[C@]5(O)CC[C@@]4(C)[C@]3(C)CC[C@@H]12	52	72	90	58	72	68	48	92
O=C(O)c1c2c(nc3ccccc13)Cc1ccccc1-2	92&97	77&91	89&128	114&96	99&115	84&97	98&95	102&107
Cn1c(=O)c2[nH]c(Cc3ccc(N)cc3)nc2n(C)c1=O	93	99	107	102	103	100	108	91
O=C(NCc1cccnc1)C1=NOC(Cc2nc3ccccc3o2)C1 (configuration not stated)	102	107	109	90	111	102	84	123
CN1CCN(CCCCN2C(=O)COc3ccccc3C2=O)CC1	96	85	106	96	.	97	107	112
CN(Nc1ccccc1)C(=O)C1CCC(=O)N1C (configuration not stated)	93	103	111	106	107	102	110	118
CC(C)=CC(=O)N[C@H]1CC[C@]2(C)C3CC[C@]4(C)C(C(C)N(C)C)=CCC4C3CCC2[C@H]1O (some centres not stated)	11	13	.	48	19	5.6*	30	44
CCCCCCSc1nnc(-c2c(C)nc3ccc(C)cn23)o1	91	88	89	89	70	72	.	77
Cc1ccc(C(=O)C(c2c[nH]c3ccccc23)c2c[nH]c3ccccc23)cc1	9.5*	5.9*	26	5.7*	5.8*	-2.3*	-6.8*	24
CN(C)c1ncnc2[nH]ncc12	120&100	101&98	107&103	98&95	112&105	104&124	106&98	114&89
Cc1cc(NCCN2CCCCC2)c2ccc3ccccc3c2n1	89	73	90	65	74	92	77	91
CCOC(=O)/C=C/COC(=O)[C@@H]1CCCN1C(=O)CN	.	95	120	103	91	106	96	107
N#Cc1c(N)n(C2OC(CO)C(O)C2O)c2ncnc(N)c12 (configuration not stated)	-21*	-45*	.	.	-29*	.	.	14
CC(C)CC(NC(=O)C(Cc1c[nH]c2ccccc12)NC(=O)OC(C)(C)C)C(=O)NN (configuration not stated)	99	106	108	102	107	105	99	102
CCc1cc2n(n1)-c1ccc(C(=O)OC)cc1Oc1ccccc1-2	93	91	98	90	96	84	90	90
CCOC(=O)c1c(Nc2ccc(OC)cc2)n[nH]c1C	95	95	108	94	92	94	93	111
CCCNC(=O)NCN1C(=O)c2cccc3cccc(c23)C1=O	99	120	100	.	103	114	98	103
COc1cc(-c2cc(/C=C/C(=O)c3ccc(N)cc3)[nH]n2)cc(OC)c1OC	.	5.9*	-48*	3.3*	11	-27*	9.8*	-2.0*
c1ccc2cc(C3CC3)ccc2c1	99	98	99	100	101	99	93	102
CN(C)CCOc1nc2c3ccncc3cc(-c3cccc(Cl)c3)c2c2cnccc12	12	3.4*	38	-15*	-35*	9.0*	-28*	24
O=c1[nH]c2c(s1)CCCC2CN1CCCCC1 (configuration not stated)	96	109	109	.	.	103	.	133
Cc1nn(-c2ccccc2)c(N2CCCCC2)c1-c1nc2ccc([N+](=O)[O-])cc2[nH]1	82	91	99	74	81	82	79	76
Cn1ccnc1C(=O)/C=C/c1ccc(NC(=O)c2ccc(S(F)(F)(F)(F)F)cc2)cc1	32	.	36	35	27	40	16	72
Cn1c(=O)c2[nH]c(CCCCCCCCc3nc4ccccc4[nH]3)nc2n(C)c1=O	51&45	66&70	22&11	42&41	31	52	45&43	61&77
Cc1nn(-c2ccc(Cl)cc2)c(=O)n1CCOc1ccc(Cl)c2cccnc12	96	100	117	97	98	99	109	95
N[C@@H](C(=O)N[C@@H]1C(=O)N2C(C(=O)O)=C(Cl)CS[C@H]12)c1ccccc1	98	102	108	113	108	104	105	101
CC(=O)Nc1ccc(S(=O)(=O)N(CCOc2ccc(/C(N)=N/Cl)cc2)CCOc2ccc(/C(N)=N\Cl)cc2)cc1	94	81	.	101	99	87	103	101

# (list continues)
smiles	MCF7	CCRF-CEM	MDA-MB-468	MOLT-4	K-562	RPMI-8226	SR	MDA-MB-231
O=[N+]([O-])c1ccc(C2CC(c3ccccc3)=Nc3ccccc3S2)cc1 (configuration not stated)	33	73	78	.	32	-6.9*	31	101
CCc1cc2c(cc1Cn1c(C(=O)O)c(Cc3cccc(C(=O)O)c3)c(=O)c3cc(O)ccc31)OCO2	98	104	101	110	93	99	107	101
Cc1ccc([N+](=O)[O-])c(C)n1	96	96	112	115	114	99	106	117
O=C1c2ccccc2C(=O)N1Cc1nnnn1-c1ccc(Br)cc1	95	104	120	98	97	100	101	108
Clc1ccccc1-c1nc2ccccc2[nH]1	83	91	88	110	90	74	116	102
Nc1nc2ncccc2n2cc3ccccc3c12	62	98	66	90	.	89	.	99
N=C1SCC(=O)N1c1ncc(Cc2cccc(Cl)c2Cl)s1	99	89	110	101	102	103	110	103
c1ccc(-c2ccc(C(c3ccccc3)n3ccnc3)cc2)cc1 (configuration not stated)	60	76	56	63	38	53	71	86
CCOC(=O)CC(C(=O)OCC)n1c(O)c(C=Nc2cccnc2)sc1=S (configuration not stated)	88	78	107	100	97	83	124	107
O=C(NOC[C@H](O)CO)c1ccc(F)c(F)c1Nc1ccc(I)cc1F	93	84	106	67	29	60	46	21
CCN(CC)CCO/N=C1/C=C2CCC3C4CCC([C@H](C)CCCC(C)C)[C@@]4(C)CCC3[C@@]2(C)CC1 (some centres not stated)	97	93	107	88	93	94	80	123
CN(C)c1ccc(/C=C2\S/C(=N\N=C(c3ccccc3)c3ccccc3)NC2=O)cc1	96	83	104	98	95	95	87	88
CCN(CC)CCOC(=O)Nc1c(C(C)C)cccc1C(C)C	101	98	97	105	99	105	101	104
CC(=O)c1ccc[n+](C)c1	102	114	98	110	.	121	.	118
O=C(NNc1nc2cc(F)ccc2n2c(CN3CCCC3)ccc12)c1cnccn1	4.6*	6.7*	-14*	1.8*	11	21	4.3*	31
O=C(O)c1ccc(-n2cc(/C=N/Nc3ccc(Br)cc3)c(-c3cc4ccccc4oc3=O)n2)cc1	83	64	110	82	50	99	75	93
Clc1ccc2c(c1)C=C1CCCC3=Cc4cc(Cl)ccc4OC13O2	94	96	107	84	87	107	100	101
COc1cc2c3c(c1)nc(C)n3CCC2	100	93	100	98	99	105	101	107
COc1ccc(/C(=C/c2cc(OC)c(OC)cc2[N+](=O)[O-])C(=O)O)cc1	105	99	111	103	95	97	100	97
COc1cc(-c2nc(Nc3nc4ccccc4[nH]3)nc(N)c2C#N)cc(OC)c1OC	31	70	49	.	.	70	.	53
O=C(CCSCCC(=O)N/N=C/c1cccc(Cl)c1)N/N=C\c1cccc(Cl)c1	101	109	109	93	.	101	79	103
CC(=O)OCC1OC(n2c(Br)nc3c(=O)[nH]c(N)nc32)C(OC(C)=O)C1OC(C)=O (configuration not stated)	104	99	102	76	107	102	94	111
Cc1ccc(Cc2cnc(NC(=O)c3ccc4noc(-c5ccccc5)c4c3)s2)cc1	70	.	91	90	91	79	85	95
N#Cc1cccc(-c2nc(N3CCOCC3)c3ccccc3n2)c1	90	89	88	104	123	92	103	78
O=C(Cc1ccc(Nc2ccnc(C(F)(F)F)c2)cc1)N/N=C/c1ccccc1O	13	.	8.1*	64	.	30	98	28
CCCCn1sc(=O)n(Cc2ccc(CNC(=O)OCc3ccc4c(Cl)cc(Cl)c(O)c4n3)cc2)c1=O	63	32	72	33	43	63	66	84
O=C(OC(C(=O)c1ccc(Cl)cc1)c1ccccc1)c1ccc2ccccc2n1 (configuration not stated)	98	81	108	99	100	111	116	106
O=S(=O)(c1ccc(F)cc1)N(CCCCCN(S(=O)(=O)c1ccc(F)cc1)S(=O)(=O)c1ccc(F)cc1)S(=O)(=O)c1ccc(F)cc1	104	100	93	107	105	102	108	102
COCc1ccc2ccccc2n1	101	89	105	110	102	106	105	104
COc1ccc(-c2nc(SCc3nc4ccccc4[nH]3)nc(N(CCO)CCO)c2C#N)cc1	92	92	98	89	91	95	77	84
O=C1CCC(NNC(=O)c2ccccc2)N1 (configuration not stated)	93	99	117	98	97	108	91	115
CCOC(=O)c1cc(-c2cccc(Cl)c2)nc2ccccc12	95	96	97	88	84	97	93	108
COc1ccc(C(=O)c2sc3nc(-c4cnccn4)cc(-c4cccs4)c3c2N)cc1	89	102	100	105	105	95	87	98
N=c1c2c(-c3ccccc3)c(-c3ccccc3)oc2ncn1NC(=O)c1cccnc1	98	84	105	90	88	97	78	102
O=C1OC(=O)c2c1ccc1ccccc21	98	104	107	103	102	101	97	84
CCCCOC(=O)C(=O)OCCCC	94	108	103	113	105	.	96	118

# 4 entries from above, with each value named:
O=C(Cc1ccc(Nc2ccnc(C(F)(F)F)c2)cc1)N/N=C/c1ccccc1O
  MCF7 = 13
  CCRF-CEM = .
  MDA-MB-468 = 8.1*
  MOLT-4 = 64
  K-562 = .
  RPMI-8226 = 30
  SR = 98
  MDA-MB-231 = 28

CCCCn1sc(=O)n(Cc2ccc(CNC(=O)OCc3ccc4c(Cl)cc(Cl)c(O)c4n3)cc2)c1=O
  MCF7 = 63
  CCRF-CEM = 32
  MDA-MB-468 = 72
  MOLT-4 = 33
  K-562 = 43
  RPMI-8226 = 63
  SR = 66
  MDA-MB-231 = 84

O=C(OC(C(=O)c1ccc(Cl)cc1)c1ccccc1)c1ccc2ccccc2n1 (configuration not stated)
  MCF7 = 98
  CCRF-CEM = 81
  MDA-MB-468 = 108
  MOLT-4 = 99
  K-562 = 100
  RPMI-8226 = 111
  SR = 116
  MDA-MB-231 = 106

O=S(=O)(c1ccc(F)cc1)N(CCCCCN(S(=O)(=O)c1ccc(F)cc1)S(=O)(=O)c1ccc(F)cc1)S(=O)(=O)c1ccc(F)cc1
  MCF7 = 104
  CCRF-CEM = 100
  MDA-MB-468 = 93
  MOLT-4 = 107
  K-562 = 105
  RPMI-8226 = 102
  SR = 108
  MDA-MB-231 = 102
